Source: PubChem
PREPL inh – inhibitors of human prolyl oligopeptidase-like enzyme PREPL | inhibition, % at 5.96 µM | 320,000 tested, 0.68% active | recombinant PREPL, fluorescence polarization activity-based probe | Q4J6C6; in the data active = inhibition above about 43%;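 note: 0% = enzyme with DMSO and 100% = wells lacking enzyme; many of its hits are not listed in these tables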
PAD4 FP inh – PAD4 (human) enzyme inhibition; Q9UM07; recombinant PAD4, RCA probe fluorescence polarization; inhibition, % at 6.36 µM; 330,000 tested, 0.41% active;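 active = percent inhibition above a cutoff equal to the mean of all tested compounds plus 3 SD, cut at about 15% in these data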;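 note: 0% = PAD4 with RCA probe and DMSO and 100% = probe without PAD4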
LYPLA2 inh – LYPLA2 (human) inhibition in PME1 counter-screen; O95372; recombinant LYPLA2, FP-Rh probe fluorescence polarization; inhibition, % at 5.9 µM; 320,000 tested, 0.38% active; AID 2177;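 active = inhibition above the screen-wide mean plus 3 SD, limit set per campaign, cut at about 26% in these data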;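 note: 0% = LYPLA2 with DMSO and 100% = wells lacking LYPLA2 enzyme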
EBNA-1 inh – blocks EBNA-1 binding to DNA; AID 1950; 300,000 tested, 0.34% active; EBNA-1 DNA binding, fluorescence polarization; inhibition, % at 14.8 µM; in the data active = inhibition above about 28%
ZTA DNA inh – ZTA (EBV) inhibition in EBNA-1 counter-screen. inhibition, % at 11 µM. AID 2234. ZTA-DNA binding, fluorescence polarization. 320,000 tested, 0.15% active. P03206; in the data active = inhibition above about 33%
Target sequence (P03206 whole entry, looked up): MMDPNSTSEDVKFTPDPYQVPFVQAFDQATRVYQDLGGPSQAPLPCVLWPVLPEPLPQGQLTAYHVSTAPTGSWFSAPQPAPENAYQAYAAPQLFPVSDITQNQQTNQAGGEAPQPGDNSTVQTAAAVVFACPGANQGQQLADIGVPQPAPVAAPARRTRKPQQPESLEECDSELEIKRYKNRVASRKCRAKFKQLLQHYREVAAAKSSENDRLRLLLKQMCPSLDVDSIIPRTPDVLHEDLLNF
PAFAH1B3 FP inh – inhibitors of human PAFAH1B3 | recombinant PAFAH1B3, FP-rhodamine probe, fluorescence polarization | AID 492972 | inhibition, % at 3.39 µM | 340,000 tested, 0.28% active;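 active = inhibition above the screen-wide average of all tested compounds plus 3 SD, cut at about 25% in these data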;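 note: 0% = enzyme with DMSO only and 100% = wells lacking PAFAH1B3 protein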
Target sequence (Q15102 whole entry, looked up): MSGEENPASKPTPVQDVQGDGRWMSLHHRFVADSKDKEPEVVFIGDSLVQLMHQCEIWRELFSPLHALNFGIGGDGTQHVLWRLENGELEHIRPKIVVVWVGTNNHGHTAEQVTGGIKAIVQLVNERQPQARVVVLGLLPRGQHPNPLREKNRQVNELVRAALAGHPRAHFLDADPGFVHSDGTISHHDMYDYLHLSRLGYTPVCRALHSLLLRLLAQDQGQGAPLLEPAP
GSTO1 counter – blocks human GSTO1 in RBBP9 counter-screen; recombinant GSTO1, activity-based probe fluorescence polarization; inhibition, % at 5.96 µM; 300,000 tested, 1.1% active; AID 1974;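 active = inhibition above the campaign mean inhibition plus 3 SD, cut at about 35% in these data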;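 note: 0% = GSTO1-1 with DMSO and 100% = wells lacking GSTO1-1 enzyme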
Target sequence (P78417 whole entry, looked up): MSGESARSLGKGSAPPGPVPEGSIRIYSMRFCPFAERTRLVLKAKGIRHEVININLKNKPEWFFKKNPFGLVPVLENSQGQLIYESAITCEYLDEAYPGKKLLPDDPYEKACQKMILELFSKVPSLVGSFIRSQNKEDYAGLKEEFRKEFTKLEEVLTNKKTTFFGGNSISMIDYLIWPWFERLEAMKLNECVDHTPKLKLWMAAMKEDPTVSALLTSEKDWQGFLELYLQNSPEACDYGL
PAFAH2 FP inh – PAFAH2 (human) inhibition; inhibition, % at 3.39 µM; Q99487; AID 492956; recombinant PAFAH2, FP-rhodamine activity probe, fluorescence polarization; 340,000 tested, 0.99% active;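 active = inhibition above the mean over all tested compounds plus 3 SD, cut at about 30% in these data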;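 note: inhibitors block probe labeling of enzyme so polarization drops; 0% = enzyme with DMSO and 100% = wells lacking PAFAH2 protein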
LYPLA1 inh – counter-screen for PME1 inhibitors: inhibitors of human LYPLA1; recombinant LYPLA1, FP-Rh probe fluorescence polarization; O75608; inhibition, % at 5.9 µM; AID 2174; 320,000 tested, 0.16% active;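 active = inhibition above the mean of all tested compounds plus 3 SD, set per campaign, cut at about 14% in these data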;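 note: inhibitors block serine hydrolase probe labeling of LYPLA1 so polarization falls; 0% = enzyme with DMSO and 100% = wells lacking LYPLA1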
Target sequence (O75608 whole entry, looked up): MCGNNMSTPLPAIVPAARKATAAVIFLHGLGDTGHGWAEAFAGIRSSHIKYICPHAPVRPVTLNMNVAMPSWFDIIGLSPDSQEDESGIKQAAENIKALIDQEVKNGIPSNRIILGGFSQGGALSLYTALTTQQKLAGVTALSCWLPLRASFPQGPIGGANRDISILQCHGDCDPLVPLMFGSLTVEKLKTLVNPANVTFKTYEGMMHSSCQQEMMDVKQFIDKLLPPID
Active calls of the source: *; x = no result given. Some of the compounds tested; rates above refer to the full screens.

SMILES	PREPL inh	PAD4 FP inh	LYPLA2 inh	EBNA-1 inh	ZTA DNA inh	PAFAH1B3 FP inh	GSTO1 counter	PAFAH2 FP inh	LYPLA1 inh
CC(=O)Nc1ccc(Nc2cc(N3CCOCC3)c3nonc3c2[N+](=O)[O-])cc1	8	-3	-3	8	-14	-1	6	2	1
c1ccc2c(c1)nc(NCCN1CCOCC1)c1nncn12	1	3	9	-4	5	3	5	3	6
Cc1ccc(NC(=O)CSc2nnc(-c3ccccn3)n2N)c(Br)c1	8	0	2	-3	4	x	13	x	-1
CCCCN(CCCC)CC(O)CN(c1cc([N+](=O)[O-])ccc1OC)S(=O)(=O)c1ccccc1 (stereo not drawn)	-10	2	-1	-4	-12	9	-1	-1	2
Cn1c(=O)[nH]c(=O)c2c1nc(N1CCOCC1)n2CCN1CCOCC1	-3	2	-6	-5	8	-6	1	1	0
NC(=O)c1ccccc1NC(=O)COc1ccc2c(c1)OCO2	5	-1	5	9	2	1	7	4	-2
O=S(=O)(c1ccc(F)cc1)n1ccc(-c2cccc(OCc3ccc(Cl)cc3Cl)c2)n1	17	5	8	-2	-11	-3	-4	1	0
COc1ccc(C(C(=O)NCC2CCCO2)N(Cc2ccc(F)cc2)C(=O)CNC(=O)c2ccco2)cc1OC (stereo not drawn)	8	-3	10	14	5	0	3	3	3
COC(=O)C1C(O)=C(C(C)=Nc2cccc3ccccc23)C(=O)CC1(C)C (stereo not drawn)	7	-8	-1	0	0	5	-2	10	2
COc1ccccc1CNC(=O)c1ccc(C)s1	-6	0	2	4	3	-7	11	3	-1
CC1CN(S(=O)(=O)Cc2ccccc2)CC(C)O1 (stereo not drawn)	11	-6	4	-8	-17	-3	5	-12	0
CCc1cc2c(=O)n(-c3ccccc3)c(SCC(N)=O)nc2s1	3	-1	-1	-3	-7	6	8	2	-2
C=CCN(CC=C)C(=S)NC(=O)c1ccc([N+](=O)[O-])cc1	4	-3	3	1	1	1	7	-4	4
O=C(/C=C/c1cccs1)NC1CCS(=O)(=O)C1 (stereo not drawn)	4	-3	1	2	7	x	13	x	-2
CC(C)CN(C(=O)COC(=O)c1ccc(C#N)cc1)C1CCS(=O)(=O)C1 (stereo not drawn)	19	-1	4	x	-2	4	x	4	0
C/C=C/c1cc(CN2CCN(c3ccc(OC)cc3)CC2)c(O)c(OC)c1	8	1	9	-1	-2	1	-9	-1	-3
CCC(C)C(NC(N)=O)C(=O)Nc1ccc(C(=O)OC)cc1 (stereo not drawn)	13	-4	-5	-12	0	2	-5	-3	2
Cc1ccc(-c2nc3ccsc3c(=O)o2)cc1	-14	7	-14	9	1	11	-2	66*	-10
COc1cccc(C(=O)C2CCCN(C(=O)CCC3=NNC(=O)CC3)C2)c1 (stereo not drawn)	15	-4	-1	-17	-2	-14	-2	1	2
N#CC1=C(N)NC(SCc2ccc(F)cc2)=C(C#N)C12CCCCC2	7	1	6	-11	-2	-6	-57	5	-2
Cc1noc(C)c1COc1ccc(C(=O)N2CCN(c3ccccc3F)CC2)cc1	-4	1	18	0	17	6	1	5	0
O=C(Nc1cccc(S(=O)(=O)N2CCCC2)c1)c1ccc2ccccc2n1	0	1	-7	2	12	4	-16	2	-9
CO/N=C(\Cn1ncc(NC2CCCCC2)c(Br)c1=O)c1ccc(Cl)cc1	-8	-1	0	9	5	-2	-3	4	1
Cc1c(CC(=O)O)c(=O)oc2cc(OCc3ccc(Br)cc3)ccc12	23	-2	8	12	5	1	1	6	4
O=C(CN1C(=O)c2ccccc2S1(=O)=O)NCCSCc1ccco1	7	-1	0	0	-5	5	1	-2	0
The results go on:
SMILES	PREPL inh	PAD4 FP inh	LYPLA2 inh	EBNA-1 inh	ZTA DNA inh	PAFAH1B3 FP inh	GSTO1 counter	PAFAH2 FP inh	LYPLA1 inh
COc1cc(/C=N/NC(=O)c2ccccc2)ccc1O	7	-8	-5	2	2	-8	3	3	1
CSc1nc(Oc2ccc(=O)n(C)n2)nc(N(C)C)n1	-1	2	0	3	-13	1	-3	6	2
O=C(Nc1ccccc1Cl)c1ccc2c(c1)N(Cc1ccc(F)cc1)C(=O)CS2=O (stereo not drawn)	-14	0	-9	6	1	-2	-7	-5	4
CCC(O)(c1ccc(OC)cc1)C(CN1CCOCC1)c1ccccc1 (stereo not drawn)	7	-6	-3	6	10	-2	-2	6	-3
COC(=O)Nc1nc2c(s1)CCCC2	16	2	2	-2	-14	8	5	7	1
N#CCCN(Cc1cccnc1)C(=S)NC(=O)c1ccccc1	7	0	x	x	x	10	x	-5	x
O=C(O)c1ccc(N=C2NC(=O)C(CO)(CO)S2)cc1	3	-2	2	5	-2	6	-2	-5	2
Cc1ccc(-c2nnn(CC(=O)Nc3nnc(C(C)C)s3)n2)cc1	1	-16	-3	-16	2	9	3	7	0
O=C(CN1C(=O)NC2(CCCC2)C1=O)N1CCN(S(=O)(=O)c2cccc(F)c2)CC1	3	-3	3	-7	-3	2	3	1	-1
O=C(CCS(=O)(=O)c1cccc2nonc12)NCCc1ccccc1	12	4	2	1	-8	6	-1	-5	-1
CCc1cc(C(=O)N2CCCC(CNS(=O)(=O)c3cccs3)C2)n(C)n1 (stereo not drawn)	8	-7	-4	-11	0	-5	0	-3	1
Cc1nc2cc(Cl)c([N+](=O)[O-])cc2s1	11	2	3	-9	2	3	-1	-1	1
CN1CCN(CCCNC(=O)c2cc3c(-c4ccc(Cl)cc4)nn(C)c3s2)CC1	-42	-1	-6	2	-8	7	-5	1	-34
COc1ccc(OCCCC(=O)NCC(C)C)cc1	8	-1	4	5	-10	0	0	-2	1
CCOC(=O)[C@H]1[C@H]2COc3ccc(C)cc3[C@@H]2N2C(=O)c3cc(F)ccc3NC(=O)[C@@]12C	-1	1	-2	3	6	11	9	1	-3
OC1(c2ccc(F)cc2)CSC(=Nc2cccnc2)N1Cc1ccco1 (stereo not drawn)	28	-3	-4	-10	11	9	8	0	2
CC(C(=O)Nc1ccc2c(c1)OCCO2)N(c1ccccc1)S(C)(=O)=O (stereo not drawn)	13	4	-1	-3	2	15	3	4	1
CC(C)(C)C1CCC2(CC1)C(Nc1cccc(C(F)(F)F)c1)=NC(=S)N2CC#N (stereo not drawn)	1	-3	9	5	-6	7	7	2	5
Cc1ccc(C2NC(c3ccc(C)cc3)C([N+](=O)[O-])C(C)(C)C2[N+](=O)[O-])cc1 (stereo not drawn)	-9	1	-10	-2	-8	-2	1	-6	-6
COc1cc2sc(C)nc2c2ccccc12	-3	-5	2	-7	-1	6	2	7	-1
CC1(C)NC(=O)N(CC(=O)N2CCN(S(=O)(=O)c3cc(Cl)ccc3Cl)CC2)C1=O	10	0	9	x	-10	-1	x	-1	2
COc1ccc(C(=O)Nc2ccccc2C(=O)N/N=C/c2cccc3ccccc23)cc1	6	-3	-17	3	-1	-7	-7	-61	-7
CCN(CC)Cc1ccc(OC)c(Cl)c1	-3	-3	-4	7	7	x	-4	x	-1
CCOC(=O)c1c(-c2ccccc2)csc1NC(=O)CSc1ccccc1	-7	-7	0	-3	12	11	-2	-4	-3
Cc1ncc(CO)c(/C=N/NC(=O)c2ccccc2Br)c1O	3	-5	3	0	10	9	1	-8	4

Part of the list above in order of SMILES length, rising.
SMILES	PREPL inh	PAD4 FP inh	LYPLA2 inh	EBNA-1 inh	ZTA DNA inh	PAFAH1B3 FP inh	GSTO1 counter	PAFAH2 FP inh	LYPLA1 inh
Cc1nc2cc(Cl)c([N+](=O)[O-])cc2s1	11	2	3	-9	2	3	-1	-1	1
N#CCCN(Cc1cccnc1)C(=S)NC(=O)c1ccccc1	7	0	x	x	x	10	x	-5	x
CCOC(=O)c1c(-c2ccccc2)csc1NC(=O)CSc1ccccc1	-7	-7	0	-3	12	11	-2	-4	-3
O=C(Nc1ccccc1Cl)c1ccc2c(c1)N(Cc1ccc(F)cc1)C(=O)CS2=O (stereo not drawn)	-14	0	-9	6	1	-2	-7	-5	4
CC(C)(C)C1CCC2(CC1)C(Nc1cccc(C(F)(F)F)c1)=NC(=S)N2CC#N (stereo not drawn)	1	-3	9	5	-6	7	7	2	5

Some entries already given, showing only PAD4 FP inh:
structure	PAD4 FP inh
O=C(O)c1ccc(N=C2NC(=O)C(CO)(CO)S2)cc1	-2
Cc1ccc(-c2nnn(CC(=O)Nc3nnc(C(C)C)s3)n2)cc1	-16

Next section.
SMILES	PREPL inh	PAD4 FP inh	LYPLA2 inh	EBNA-1 inh	ZTA DNA inh	PAFAH1B3 FP inh	GSTO1 counter	PAFAH2 FP inh	LYPLA1 inh
Cc1ccc(NC(=O)CCC(=O)NCCO)cc1	3	0	2	-1	7	-5	13	-6	-2
Cc1ccc(NC(=S)N2CCN(Cc3ccc4c(c3)OCO4)CC2)c(C)c1	10	-1	2	-3	10	2	5	5	1
COc1cc(C(=S)N2CCCC2)cc(OC)c1OC	14	-7	-2	2	21	4	6	5	-1
CCN(CC)S(=O)(=O)c1ccc2oc(SCC3CN=C(c4ccc(OC)cc4)S3)nc2c1 (stereo not drawn)	-6	-2	-1	-2	2	-1	-5	-2	-5
Cc1cc(C)c(C)c(S(=O)(=O)N2CCN(c3ccccn3)CC2)c1C	-6	-3	-2	-5	-1	6	-4	1	-1
O=C(COC(=O)c1ccc(Cl)nc1)NCCc1ccc(F)cc1	1	0	x	x	x	-2	x	10	x
O=C(Nc1ccc2c(c1)CCC2)c1cccs1	-8	-2	-3	6	6	10	-6	0	-2
COC(=O)c1ccc(NC(=O)CSc2nc(=O)cc(N)n2-c2ccccc2)cc1	2	0	1	12	-15	4	0	1	-3
CCc1noc(C)c1C(=O)OCC(=O)Nc1cccc(C)c1	-3	0	10	x	-14	-1	x	16	1
O=C(COC(=O)CCNS(=O)(=O)c1ccc(Cl)cc1)NCc1ccco1	-11	4	0	0	-8	2	2	3	-2
Cc1cc(OCCN2CCCCCC2)ccc1[N+](=O)[O-]	17	-4	-8	5	1	7	5	0	-3
Cc1ccc(NC(=O)CC2C(=O)NCCN2C(=O)c2ccc(F)cc2)cc1 (stereo not drawn)	6	-5	4	-1	-24	4	0	-1	2
Cc1ccccc1S(=O)(=O)N(CC(O)CN1CCCCC1)c1ccccc1 (stereo not drawn)	-12	-3	-4	-12	0	3	-3	0	1
CCn1cnc2sc(C(=O)O)c(C)c2c1=O	-6	-1	2	-4	2	8	0	13	3
CC(NC(=O)CN1CCN(Cc2ccc(Cl)cc2)C1=O)c1ccc2c(c1)OCCO2 (stereo not drawn)	-4	0	-5	-5	-16	2	4	1	-2
CCOC(=O)N1CCN(S(=O)(=O)c2ccc(C(=O)Nc3sc4c(c3C(N)=O)CC(C)(C)NC4(C)C)cc2)CC1	15	-2	-5	-6	-10	5	3	1	-5
CC(=O)Nc1ccc(N/C=C/C(=O)c2ccc(Br)cc2)cc1	-1	-2	3	14	-2	0	3	0	0
CCOCCCNC(=S)NCCc1ccccc1	-4	1	-6	-6	-5	5	0	-1	-5
COc1ccc(NC(C)=O)cc1NC(=O)CCn1c(=O)sc2ccccc21	-1	1	-8	1	-6	9	6	3	-4
O=C(NCCc1ccccc1)c1cnn2c(C(F)F)cc(C3CC3)nc12	2	-1	1	7	3	-3	-2	2	0
C/C(CC(=O)NCc1ccco1)=N\NC(=O)CC#N	0	0	2	8	-3	1	-4	-2	0
O=C(CN1CCN(Cc2cccc(Cl)c2)C1=O)NCc1cccs1	1	-2	2	-6	-10	1	9	-2	3
CNC(=S)SCCOc1ccc(C)cc1	2	-1	0	-1	4	0	0	-6	4
O=C(c1cc(Br)ccc1Cl)N1CCN(c2ccc(N3CCOCC3)nn2)CC1	10	2	3	-1	3	3	11	10	0
O=S(=O)(Nc1cc(Cl)ccc1-n1cncn1)c1cc(Br)ccc1Br	1	-2	3	x	3	6	x	3	2
COc1cc(C(=O)NNC(=O)C2CCCC2)cc(OC)c1OC	7	1	-2	-2	11	6	3	-6	-4
Cc1cc(O)c(C(C)C)cc1NC(=O)c1ccc(Cl)cc1	11	-2	-5	-4	-11	3	2	-7	0
Cc1cc(C)cc(N(C(=O)Cn2nnc(-c3ccccc3)n2)C(C(=O)NC2CCCCC2)c2ccccn2)c1 (stereo not drawn)	5	5	1	-8	6	4	-2	-8	-7
